Pin1 inhibitor = inhibitors of human Pin1; Pin1 FP peptide displacement, HiFluor488, 10 min; 390,000 tested, 0.009% active; AID 504891; Potency, µM (top dose mostly 115 µM), inactives show top-dose activity, negative = inhibition, most hits filed as inhibitors; active = well fitted inhibition curve with a large enough effect in the polarisation, with a control signal flat, not every such curve was filed as active; inconclusive = small, poorly fitted or top-dose-only effect, or effect the other way, or a change in a side signal; inactive = no such curve, though single readings can be large or run the other way; the % refers to the polarisation; also: potency is read from the fitted curve at half-maximal effect; % is scaled to controls: 0 for no effect and ±100 for the full control effect
Target sequence (Q13526 whole entry, looked up): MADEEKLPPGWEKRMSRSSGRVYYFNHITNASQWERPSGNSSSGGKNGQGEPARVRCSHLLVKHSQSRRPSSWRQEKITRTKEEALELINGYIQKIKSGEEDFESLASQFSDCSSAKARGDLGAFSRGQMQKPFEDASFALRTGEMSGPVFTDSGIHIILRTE
TrxR1 inh = blocks rat thioredoxin reductase 1. recombinant rTrxR1, NADPH fluorescence consumption, selenite substrate. Potency, µM (highest dose often 114 µM), for inactives: at the highest dose activity change, negative = inhibition, most hits filed as inhibitors. 390,000 tested, 1% active. AID 588453; also: potency is read from the fitted curve at half-maximal effect; % is scaled to controls: 0 for no effect and ±100 for the full control effect; nearly all actives have a fitted effect of over 65% in size
Target sequence (O89049 whole entry, looked up): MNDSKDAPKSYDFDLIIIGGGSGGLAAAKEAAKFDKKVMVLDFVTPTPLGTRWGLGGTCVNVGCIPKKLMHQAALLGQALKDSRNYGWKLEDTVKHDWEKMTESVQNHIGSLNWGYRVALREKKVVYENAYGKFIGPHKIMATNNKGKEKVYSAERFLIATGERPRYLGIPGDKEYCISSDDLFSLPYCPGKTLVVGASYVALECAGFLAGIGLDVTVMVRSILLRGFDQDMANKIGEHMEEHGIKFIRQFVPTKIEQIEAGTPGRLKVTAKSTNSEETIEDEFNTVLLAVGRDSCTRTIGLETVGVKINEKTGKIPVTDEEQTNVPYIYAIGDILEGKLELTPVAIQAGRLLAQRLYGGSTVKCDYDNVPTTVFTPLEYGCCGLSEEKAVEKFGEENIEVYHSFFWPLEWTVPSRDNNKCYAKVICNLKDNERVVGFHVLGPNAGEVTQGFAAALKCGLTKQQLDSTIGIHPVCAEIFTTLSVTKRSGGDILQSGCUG
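Rat TrxR1 (90 nM in the dispensed reagent) was pre-reduced with 400 uM NADPH for 5 min at room temperature, then incubated with compound for 15 min. After 400 uM selenite was added, NADPH fluorescence (Ex 340/Em 450 nm) was followed for 8 min.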
PI4K2A block = inhibitors of human PI4K2A; Q9BTU6; purified PI4K2A, ADP-Glo luminescence, 1 h; active compounds read low; activity change, negative = inhibition, % at 76.9 µM; 420,000 tested, 0.13% active; in the data active = activity change below about -50%; inconclusive = mostly about -30% to -49%;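 also: -100% = wells without enzyme as full effect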
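PI4K2A activity was measured by ADP-Glo luminescence: enzyme (4 ug/mL stock) and phosphatidylinositol (1.2 mM stock) in Tris pH 7.5/MgCl2/EGTA/Triton X-100 buffer were reacted with ATP (300 microM stock) for one hour at ambient temperature.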
HP1b chromo inh = inhibitors of HP1-beta chromodomain binding to methylated histone tails; P83916; AID 540317; Potency, µM (titrated, usually from 114 µM), for inactives: at the top dose activity change, negative = inhibition, most hits filed as inhibitors; 390,000 tested, 0.56% active; AlphaScreen HP1-beta / biotin-H3K9me3 peptide binding; also: potency is read from the fitted curve at half-maximal effect; nearly all actives have a fitted effect of over 70% in size; inactives centre near 23
Target sequence (P83916 whole entry, looked up): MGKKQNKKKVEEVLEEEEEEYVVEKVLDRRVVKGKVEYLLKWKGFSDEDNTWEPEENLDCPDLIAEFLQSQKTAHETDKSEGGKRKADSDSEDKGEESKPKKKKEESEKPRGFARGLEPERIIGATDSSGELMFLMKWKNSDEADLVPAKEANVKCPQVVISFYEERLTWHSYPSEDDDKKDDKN
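AlphaScreen: HP1-beta (50 nM) preformed 30 min with biotin-H3(1-18)K9me3 peptide (50 nM) in PBS pH 7.4, 0.01% Tween-20. Compound added for 30 min at RT, then streptavidin donor/nickel chelate acceptor beads (10 ug/mL) for 30 min.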
USP1-UAF1 inh = inhibitors of human USP1/UAF1 deubiquitinase | O94782 | recombinant USP1/UAF1, Ub-Rhodamine cleavage fluorescence | Potency, µM (series often up to 57.1 µM), for the others: top-dose activity change, negative = inhibition, usual class: inhibitors | 390,000 tested, 0.23% active | AID 743255; also: potency is read from the fitted curve at half-maximal effect; % is scaled to controls: 0 for no effect and ±100 for the full control effect; nearly all actives have a fitted effect of over 60% in size; inactives centre near -12
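High-throughput fluorogenic screen: 1nM USP1/UAF1 complex, Ub-Rho substrate 150nM final, 50mM HEPES pH 7.8 with 0.5mM EDTA, 0.1 mg/ml BSA, 1mM TCEP and 0.01% Tween-20.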
mIDH1 inhibitor = blocks human mutant IDH1 R132H enzyme; O75874; IDH1-R132H enzyme, NADPH consumption, diaphorase/resazurin fluorescence; Potency, µM (doses to about 76.6 µM), without a hit: at the top dose activity change, negative = inhibition, usual class: inhibitors; 390,000 tested, 0.093% active; also: potency is read from the fitted curve at half-maximal effect; % is scaled to controls: 0 for no effect and ±100 for the full control effect; nearly all actives have a fitted effect of over 65% in size
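IDH1-R132H (0.5 ug/mL) preincubated 30 min with compound, then NADPH (0.016 mM) and alpha-KG (2 mM) added; 80 min at RT, pH 7.5. Remaining NADPH coupled via diaphorase/resazurin to fluorescence (540/590 nm); concentration-response curves normalized to no-enzyme control.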
PGK inhibitor = T. brucei PGK inhibition. PGK/GAPDH coupled, Kinase-Glo luminescence, 60 min. Potency, µM (top dose mostly 57.5 µM), for the others: at the top dose activity change, negative = inhibition, usual class: inhibitors. AID 602233. 380,000 tested, 0.043% active; also: potency is read from the fitted curve at half-maximal effect; % is scaled to controls: 0 for no effect and ±100 for the full control effect; nearly all actives have a fitted effect of over 60% in size
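Luminescent ATP detection (Kinase-Glo Plus) follows a 60-minute room-temperature incubation, with wells lacking PGK as controls. Buffer: 100 mM TEA (pH 7.6), 5 mM MgCl2, 0.01% Tween-20. Coupling enzyme GAPDH (100 nM final) supplies unstable 1,3-BPG in-well.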
GLS inh = glutaminase GLS (human) inhibition | O94925 | GLS enzymatic activity, qHTS titration | Potency, µM (highest dose often 45.5 µM), for the others: top-dose activity change, negative = inhibition, actives largely listed as inhibitors | 410,000 tested, 0.21% active | AID 624170; also: potency is read from the fitted curve at half-maximal effect; % is scaled to controls: 0 for no effect and ±100 for the full control effect
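Compounds were pin-transferred onto hKGA, after which L-glutamine (1 mM solution) and a detection mix of glutamate oxidase, HRP and Amplex Red were added. Initial and 30 min RT fluorescence reads were collected.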
TrxR1 substrate = substrates of rat thioredoxin reductase 1. purified TrxR1 substrate turnover, NADPH consumption readout. O89049. 390,000 tested, 0.01% active. AID 588456. Potency, µM (series often up to 114 µM), without a hit: at the top dose activity change, negative = substrate turnover; also: potency is read from the fitted curve at half-maximal effect; % is scaled to controls: 0 for no effect and ±100 for the full control effect; nearly all actives have a fitted effect of over 50% in size
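Rat TrxR1, dispensed at 90 nM, was prereduced with 400 uM NADPH (final) for 5 min at ~22 deg C, then incubated with compound 15 min before 400 uM selenite. A first-read NADPH fluorescence drop versus no-compound background flagged substrates.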
Numbers without * were called inactive; i = inactive; ? = inconclusive; . = no result given; [ ] = remark or other dose. Unless noted, calls follow the shape of the dose curve; as a rule, active = well fitted curve in the direction sought with a large enough effect; inconclusive = small, poorly fitted or top-dose-only effect, or another doubt; inactive = no such curve, though single readings can be large; an effect the other way counts as inactive or inconclusive.

SMILES	Pin1 inhibitor	TrxR1 inh	PI4K2A block	HP1b chromo inh	USP1-UAF1 inh	mIDH1 inhibitor	PGK inhibitor	GLS inh	TrxR1 substrate
COc1ccc(NC(=S)NN2C(C)CCCC2C)cc1 (configuration not stated)	12%	?	10	34%	-9%	3%	0%	7%	-8%
CSc1ccccc1NC(=O)Nc1ccc(F)c(Cl)c1	4%	13%	3	36%[activator]	-2%	6%	-1%	4%	1%
O=C(NNC(=O)C1CC=CCC1)c1cccc(Br)c1 (configuration not stated)	-3%	10%[57.1 µM]	0	54%[activator]	-9%	2%	0%	-2%	-7%[57.1 µM]
CN(Cc1ccccc1)C(=O)c1ccc(NC(=O)Cc2cccc(NC(=O)C3CCCN(C(=O)CCc4ccccc4)C3)c2)cc1 (configuration not stated)	18%	17%	-1	24%	-16%	-16%	3%	4%	4%
CC1CC(C)CN(C(=O)C2CCN(S(=O)(=O)c3ccc4c(c3)CC(C)N4C(=O)C3CC3)CC2)C1 (configuration not stated)	2%	9%	-18	37%	-12%	-8%	-2%	7%	1%
CCCCCn1c(SCCC(C)C)nc2c1c(=O)[nH]c(=O)n2C	6%	1%[57.1 µM]	-3	?	?	1%	0%	-7%	-9%
CCOC(=O)c1cnn(-c2ccccc2)c1N	3%	8%[2.29 µM]	-5	16%	-15%	-1%	-3%	-1%	2%[2.29 µM]
O=S(=O)(Nc1nc2ccccc2nc1NCC1CCCO1)c1cccc(Cl)c1 (configuration not stated)	-2%	-2%	4	25%	-22%	0%	6%	27%	3%
Cc1ccc2c(CN(C)Cc3cccc(F)c3)cc(=O)oc2c1	-1%	12%	-4	92%[activator]	-20%	12%	-5%	-2%	9%
CCOC(=O)C1=C(C)NC(=S)NC1c1ccc(OCC(=O)N2CCCCC2)cc1 (configuration not stated)	0%	-15%	-1	32%	-15%	-1%	i	-11%	-10%
Cc1cccc(NC(=O)Nc2ccncc2)c1	3%	32%	-2	37%	-19%	-4%	8%	-1%	9%
CCOC(=O)c1cnc(Nc2nc3ccccc3o2)nc1CN1CCN(C)CC1	0%	?	-5	-6%	-12%	3%	-2%	6%	-1%
CC(=O)Nc1cccc(-c2nc3ccccc3s2)c1	0%	4%	-2	52%[activator]	-27%	1%	-10%	-1%	6%
COc1cccc(OCc2cc(C(=O)N(C)C3CCCCC3)no2)c1	.	.	1	.	-26%	-1%	8%	-1%	.
Cc1n(CC(O)COC2CCCCC2)c2ccccc2[n+]1C (configuration not stated)	-9%	2%	3	5%	1%	-3%	-7%	0%	-2%
CCc1ccc2nc(SCC(=O)N(CC)CC)c(C#N)cc2c1	-1%	8%[57.1 µM]	0	56%[activator]	-25%	5%	-9%	-9%	-4%
O=C1CCN(C(=O)c2ccccc2)C2CCCCC12 (configuration not stated)	-1%	13%	0	48%[activator]	-14%	6%	i	1%	3%
Cc1ccc(S(=O)(=O)NC(C)C(=O)Nc2ccc3c(c2)OCO3)cc1 (configuration not stated)	-1%	14%	6	17%	-9%	1%	2%	3%	6%
O=C(CCS(=O)(=O)c1ccc(Br)cc1)NC1CCCC1	-5%	-2%	6	-28%	-2%	0%	-17%	-8%	-5%
CCc1cccc(C)c1NC(=O)c1ccc2c(c1)CCN2S(C)(=O)=O	33%[activator]	-3%	2	18%	-9%	8%	-9%	6%	12%[57.1 µM]
COc1ccc(CN2C(=O)C(CC(=O)NCc3ccco3)CC(C(=O)N3CCOCC3)=C2C)cc1 (configuration not stated)	.	.	-8	.	?	-8%	-6%	-6%	.
Cc1ccc(-c2nc(-c3ccncc3)no2)cc1C	4%	16%	-3	13%	-17%	-4%	4%	7%	0%
Cc1c(C(=O)O)cccc1-c1ccc(/C=N/n2cnnc2)o1	0%	-14%	1	-6%	-13%	-12%	?	?	-8%
CNC(=O)CN(c1ccc2c(c1)OCCO2)S(C)(=O)=O	3%	13%	3	28%	3%	1%	4%	2%	3%
CCC1Nc2ncnc(N3CCN(c4ccccc4)CC3)c2N(Cc2ccc(OC)cc2)C1=O (configuration not stated)	18%	3%[57.1 µM]	-7	7%	-15%	1%	0%	11%	-5%
Next compounds follow:
SMILES	Pin1 inhibitor	TrxR1 inh	PI4K2A block	HP1b chromo inh	USP1-UAF1 inh	mIDH1 inhibitor	PGK inhibitor	GLS inh	TrxR1 substrate
CSc1nc(N)nc2c1ncn2C1OC(CO)CC1O (configuration not stated)	2%	11%[11.4 µM]	0	38%	-12%	5%	-12%	1%	10%[11.4 µM]
O=C(Nc1ccc2nc3n(c(=O)c2c1)CCCC3)c1cccnc1Cl	-2%	46%[activator]	-3	18%	?	10%	-9%	28%	23%
Cc1cc(N2CCOCC2)nc2ccc(Cl)cc12	-10%	13%[57.1 µM]	0	44%[activator]	-16%	-8%	7%	-29%	22%
CN(CCN1CCOCC1)C(=O)c1cc(COc2ccc(F)cc2Cl)on1	.	.	1	.	-19%	-3%	0%	1%	.
C[C@]12c3[nH]c4cc(-c5ccco5)ccc4c3CCN1C(=O)[C@@H](CC(=O)NCCCn1ccnc1)C[C@@H]2C(=O)N1CCCCC1	1%	8%	3	-17%	-20%	-9%[38.3 µM]	-3%	-4%	23%
CC1CCCCC1NC(=O)COC(=O)c1ccc(S(=O)(=O)N2CCOCC2)cc1 (configuration not stated)	4%	5%	-1	37%[activator]	-7%	6%	i	7%	3%
Nc1c2c(=O)[nH]c(O)cc2nn1-c1ccccc1	-12%	11%[57.1 µM]	-2	4%[57 µM]	?	6%	-3%	-1%	-4%[2.29 µM]
O=C(CCc1ccccc1)N1CCCC(Nc2ccc(F)cc2)C1 (configuration not stated)	-1%	7%	2	23%	-7%	14%	0%	3%	-6%
Cc1ccc(C)c(OCCC(=O)OCC(=O)Nc2ccc(Cl)cn2)c1	2%	4%[57.1 µM]	2	4%	-11%	-13%	3%	2%	3%[57.1 µM]
COc1cc(C(=S)N2CCOCC2)cc(OC)c1OC(=O)c1ccccc1Cl	.	.	-7	.	-23%	13%	i	-1%	.
Cc1ccc(S(=O)(=O)N2CCN(C(=O)COC(=O)c3ccc(Cl)c(S(N)(=O)=O)c3)CC2)c(C)c1	9%	2%	-3	1%	-12%	7%	-2%	8%	-5%
CCCCCCCCCC(=O)N/N=C(\C)c1cccnc1	-4%	8%[57.1 µM]	2	-9%	-23%	4%	i	-5%	11%[57.1 µM]
Cc1ccc(NC(=O)Cn2nnc(C(=O)NCc3ccco3)c2N)cc1	9%	-1%[57.1 µM]	-4	57%[activator]	-15%	2%	-10%	-8%	11%[57.1 µM]
C(=N\n1cnnc1)/c1cccc(Oc2ccccc2)c1	-1%	6%	0	1%	-12%	-4%	-2%	1%	0%
OC[C@@H](O)[C@H](O)C(/C=N/Nc1ccccc1)=N\Nc1ccccc1	2%	?	2	?	-5%	1%	-6%	?	7%[57.1 µM]
Cc1noc(C)c1COc1ccc(C(=O)NCCc2ccc(S(N)(=O)=O)cc2)cc1	30%[activator]	12%[57.1 µM]	-3	26%	3%	-12%	-2%	-1%	1%[57.1 µM]
O=c1ccn([C@@H]2O[C@H](COS(=O)(=O)O)[C@@H](O)[C@H]2O)c(=O)[nH]1	-5%	52%[activator][57.1 µM]	-3	16%	17%	15%	-2%	-1%	22%[57.1 µM]
CC1(c2cccc3ccccc23)NC(=O)N(CC(=O)NC2CCS(=O)(=O)C2)C1=O (configuration not stated)	1%	10%	0	22%	-4%	6%	2%	12%	1%
O=C(C1Cc2ccccc2CN1S(=O)(=O)c1cccs1)N1CCCCCC1 (configuration not stated)	6%	-5%	2	34%	-20%	-3%	4%	9%	-4%
O=C(c1ccco1)N1CCN(Cc2nc(Cc3ccccc3)no2)CC1	0%	6%[57.1 µM]	-2	2%	6%	-6%	-3%	1%	4%
CN1CCN(CCCNC(=O)C2CC(=O)N(C3CCCCC3)C2)CC1 (configuration not stated)	-1%	22%	2	20%	-22%	8%	1%	0%	6%
Cc1ccc(C2CC(=O)C(C=NCCN3CCN(CC(=O)Nc4cc(C)cc(C)c4)CC3)=C(O)C2)cc1 (configuration not stated)	3%	16%	-3	42%[activator]	-23%	2%	i	-3%	3%
CCc1nnc(NC(=O)CCC(=O)N2CCN(S(=O)(=O)c3ccc(OC)cc3)CC2)s1	-4%	-1%	1	31%	-23%	0%	-9%	-5%	1%
COc1ccc(CN2CCC(n3nccc3NC(=O)C3CC3)CC2)c(OC)c1OC	-6%	14%[57.1 µM]	2	69%[activator]	-15%	-1%	0%	-4%	0%[57.1 µM]
O=C(O)c1ccc(S(=O)(=O)/N=C2\C=C(Nc3ccccc3F)C(=O)c3ccccc32)cc1	?	43%[activator]	?	40µM*	2.5µM*	26%	?	5%	?
Cc1c(OC(C)C(=O)NCc2ccncc2)ccc2c3c(c(=O)oc12)CCC3 (configuration not stated)	-3%	19%	3	17%	-26%	17%	-8%	1%	62%[activator]

Whole records as entered above. Values in the order: Pin1 inhibitor	TrxR1 inh	PI4K2A block	HP1b chromo inh	USP1-UAF1 inh	mIDH1 inhibitor	PGK inhibitor	GLS inh	TrxR1 substrate
`Cc1ccc(C)c(OCCC(=O)OCC(=O)Nc2ccc(Cl)cn2)c1` is entered as 2%	4%[57.1 µM]	2	4%	-11%	-13%	3%	2%	3%[57.1 µM]
`O=C(C1Cc2ccccc2CN1S(=O)(=O)c1cccs1)N1CCCCCC1` (configuration not stated) is entered as 6%	-5%	2	34%	-20%	-3%	4%	9%	-4%

Screening results from PubChem BioAssay.

A portion of the library; count on the stated rates, not on these rows.
